High-throughput results deposited in PubChem BioAssay by National Center for Advancing Translational Sciences (NCATS).
Glioma ERSR ind: ER stress response induction in glioma | AID 602332 | actives 0.02% (n = 420,000) | Potency, µM, for the others: at the top dose activation, actives largely listed as activators | U87-MG GRP78 promoter luciferase reporter, 16 h; also: potency is read from the fitted curve at half-maximal effect; series mostly up to about 76 µM; % of control where 0% means no effect; nearly all actives have a fitted effect of over 35% in size
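Stably transfected U87-MG human glioma cells carrying a GRP78-based luminescent sensor were seeded at 1000 cells/well, pin-dosed with compounds and incubated 16 h. Luciferase reagent was then added, and end-point luminescence was read after 10 min at room temperature.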
Pol eta inh: blocks human DNA polymerase eta activity; Potency, µM (doses to about 114 µM), for inactives: top-dose activity change, negative = inhibition, most hits filed as inhibitors; Q9Y253; recombinant Pol eta, fluorescent DNA replication assay; actives 1.2% (n = 390,000); also: potency is read from the fitted curve at half-maximal effect; % is scaled to controls: 0 for no effect and ±100 for the full control effect
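Pol eta (10 nM) was preincubated with compounds for 15 min at room temperature, after which fluorescent replication substrate (50 nM final) was added to start the reaction. Fluorescence was read kinetically at 0 and 10 min.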
APEX1 inh: inhibitors of human APE1 endonuclease | P27695 | recombinant APE1, TAMRA/BHQ-2 abasic DNA cleavage fluorescence | Potency, µM (titrated, usually from 65.8 µM), inactives show at the highest dose activity change, negative = inhibition, hits mostly inhibitors | actives 0.35% (n = 350,000);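 also: potency is read from the fitted curve at half-maximal effect; plate controls were vehicle for no effect and reference inhibitor for full effect; nearly all actives have a fitted effect of over 55% in size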
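Quantitative HTS: incision of a TAMRA/BHQ-2 double-stranded substrate bearing a tetrahydrofuran abasic site by 0.75 nM APE1 raises fluorescence. Substrate 50 nM final, added after 15 min compound preincubation at room temperature; progress as third-minus-first kinetic read difference.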
Apoferritin bind: binds horse apoferritin like a general anesthetic. apoferritin/1-aminoanthracene competitive binding, fluorescence. P02791. Potency, µM (titrated, usually from 77.5 µM), for inactives: top-dose activity change, negative = displacement, actives largely listed as inhibitors. actives 0.074% (n = 350,000); also: potency is read from the fitted curve at half-maximal effect; % is scaled to controls: 0 for no effect and ±100 for the full control effect; nearly all actives have a fitted effect of over 20% in size
Target sequence (P02791 2-175 limits assumed): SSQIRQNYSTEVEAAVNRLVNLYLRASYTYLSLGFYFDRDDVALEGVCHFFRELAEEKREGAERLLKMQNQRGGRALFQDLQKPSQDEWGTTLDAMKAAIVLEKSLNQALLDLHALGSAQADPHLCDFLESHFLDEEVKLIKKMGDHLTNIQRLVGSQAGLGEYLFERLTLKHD
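Read-out: endpoint 1-AMA fluorescence, excitation 380 nm and emission 535 nm, after compounds sit 10 min at room temperature with 10 uM horse-spleen apoferritin in 50% saturated 1-AMA/PBS. Values come from four-parameter Hill fits.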
POLK inh: inhibitors of human DNA polymerase kappa. Q9UBT6. purified Pol kappa, fluorescent DNA synthesis assay, 10 min. Potency, µM (titrated, usually from 107 µM), inactives show at the top dose activity, negative = inhibition, most hits filed as inhibitors. actives 0.53% (n = 400,000). AID 588579; also: potency is read from the fitted curve at half-maximal effect; % is scaled to controls: 0 for no effect and ±100 for the full control effect
Target sequence (Q9UBT6 whole entry, looked up): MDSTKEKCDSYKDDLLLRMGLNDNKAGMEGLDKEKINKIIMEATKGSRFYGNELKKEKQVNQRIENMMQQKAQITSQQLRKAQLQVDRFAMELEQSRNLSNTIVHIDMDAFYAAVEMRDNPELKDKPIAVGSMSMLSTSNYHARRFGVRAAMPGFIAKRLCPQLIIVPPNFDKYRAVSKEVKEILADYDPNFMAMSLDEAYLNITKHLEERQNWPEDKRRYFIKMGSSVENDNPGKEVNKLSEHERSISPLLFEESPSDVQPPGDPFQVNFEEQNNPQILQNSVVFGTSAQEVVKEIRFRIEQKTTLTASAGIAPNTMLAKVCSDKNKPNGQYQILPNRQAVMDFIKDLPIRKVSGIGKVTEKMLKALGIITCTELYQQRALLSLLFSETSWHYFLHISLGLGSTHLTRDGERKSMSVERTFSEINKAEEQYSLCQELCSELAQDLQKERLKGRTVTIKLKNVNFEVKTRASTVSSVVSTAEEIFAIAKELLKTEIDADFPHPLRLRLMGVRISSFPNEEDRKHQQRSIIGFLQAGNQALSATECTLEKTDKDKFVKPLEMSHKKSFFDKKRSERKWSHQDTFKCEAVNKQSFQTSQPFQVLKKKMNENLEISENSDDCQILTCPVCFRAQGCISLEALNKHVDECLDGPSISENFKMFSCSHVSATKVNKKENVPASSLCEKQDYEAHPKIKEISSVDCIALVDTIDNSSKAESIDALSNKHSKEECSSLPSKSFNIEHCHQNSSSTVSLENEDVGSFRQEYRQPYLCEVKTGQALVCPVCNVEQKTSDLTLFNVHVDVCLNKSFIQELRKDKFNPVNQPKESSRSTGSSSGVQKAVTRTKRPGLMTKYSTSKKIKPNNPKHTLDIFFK
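Kinetic fluorescence screen: compound preincubated 15 min RT with 10 nM enzyme; 50 nM substrate (final) initiates; reads at 0/10 min.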
BLM helicase inh: inhibitors of human Bloom syndrome helicase BLM | P54132 | recombinant BLM DNA unwinding, fluorescence dequenching | Potency, µM (highest dose often 56.1 µM), without a hit: at the top dose activity change, negative = inhibition, most hits filed as inhibitors | actives 0.2% (n = 350,000);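 also: potency is read from the fitted curve at half-maximal effect; plate controls were vehicle for no effect and no enzyme for full effect; nearly all actives have a fitted effect of over 35% in size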
POLI inh: inhibitors of human DNA polymerase iota. Q9UNA4. Pol iota fluorescent replication assay, 10 min. Potency, µM (series often up to 115 µM), inactives show top-dose activity, negative = inhibition, actives largely listed as inhibitors. actives 1% (n = 390,000). AID 588590; also: potency is read from the fitted curve at half-maximal effect
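Pol iota at 10 nM preincubated 15 min with compounds at room temperature; reaction started with fluorescent substrate, 50 nM final. Fluorescence read kinetically at 0 and 10 min; buffer-only wells as negative control.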
LDHA block: blocks human lactate dehydrogenase A; P00338; purified LDHA, NADH/diaphorase-resazurin fluorescence; stronger effect = lower value; activity change, % (values are at about 110 or 230 µM); actives 0.15% (n = 480,000); AID 1347041; in the data active = activity change below about -30%; inconclusive = mostly about -25% to -30%;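 also: plate controls were DMSO wells for no effect and wells without enzyme for full effect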
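Human LDH5 at 2 nM final in Tris HCl pH 7.4 with 0.06 mM NADH and 0.2 mM pyruvate, reacted 5 minutes at room temperature. Remaining NADH coupled via diaphorase/resazurin; resorufin fluorescence read at 0 and 20 minutes, normalized to enzyme-free and DMSO wells.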
POLB inh: inhibitors of human DNA polymerase beta | Pol beta primer extension/strand displacement, fluorescence kinetic | Potency, µM (highest dose often 114 µM), for inactives: top-dose activity change, negative = inhibition, hits mostly inhibitors | actives 1.3% (n = 340,000); also: potency is read from the fitted curve at half-maximal effect; % is scaled to controls: 0 for no effect and ±100 for the full control effect
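Human Pol beta at 10 nM; strand-displacement substrate 50 nM final. Compound exposure 15 min at room temperature before start, reaction 10 min at room temperature.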
* marks the source's active call; other numbers are inactive results; ? = inconclusive; . = no result given; [ ] = another dose, or the depositor's remark. Unless noted, calls follow the shape of the dose curve; as a rule, active = well fitted curve in the direction sought with a large enough effect; inconclusive = small, poorly fitted or top-dose-only effect, or another doubt; inactive = no such curve, though single readings can be large; an effect the other way counts as inactive or inconclusive.

cpd | Compound | Glioma ERSR ind | Pol eta inh | APEX1 inh | Apoferritin bind | POLK inh | BLM helicase inh | POLI inh | LDHA block | POLB inh
1 | O=C(c1ccccc1)c1ccccc1C(=O)N1CCN(C(=O)c2ccccc2)CC1 | 2% | -26% | -3% | -14% | -8% | -2% | 13% | -8 | 3%
2 | CC1CCN(S(=O)(=O)c2ccc3c(c2)c(=O)c(C(=O)NCCc2ccccc2)cn3C)CC1 | -1% | -5% | . | -9% | 7% | -1% | 8% | -3 | 52%
3 | S=c1[nH]nc(COc2ccccc2)n1C1CCCCC1 | -4% | -16% | -2% | -16% | -2% | -4% | -10% | -3 | -14%
4 | COC(=O)[C@]1(Cc2ccccc2)N[C@H](CN(C)C(=O)C2CCCCC2)[C@@H]2C(=O)N(C)C(=O)[C@@H]21 | -6% | -20% | 20% | . | 11% | . | 11% | -1 | .
5 | Cc1nc2nc(CNC(=O)OC(C)(C)C)nn2c(C)c1CCC(=O)Nc1ccc2c(c1)OCO2 | 3% | 1% | -12% | -20% | -8% | 0% | 5% | -3 | 32%
6 | COCC1CCCCN1C(=O)C1CCN(c2nc(-c3ccccc3)nc3c2CCC3)CC1 (stereo unspecified) | -2% | -4% | 5% | -13% | -1% | -1% | 13% | -2 | 67%
7 | CCOC(=O)c1ccc(N2Cc3ccccc3C2=N)cc1 | 5% | -8% | 1% | -13% | 2% | 4% | -3% | 0 | 2%
8 | O=C(NNC(=S)NC(=O)c1cccs1)c1ccc(NC(=O)c2ccccc2)cc1 | 0% | -15% | 2% | 57%[activator] | -14% | -1% | 48%[activator] | -6 | 7%
9 | O=C(NCCc1ccccc1)c1c(O)c2cccc3c2n(c1=O)CC3 | 2% | 22% | 2% | -8% | -5% | -4% | -1% | -2 | 1%
10 | Cc1ccc(-c2nnc(SCC(=O)Nc3ccc(N4CCOCC4)cc3)o2)cc1 | -2% | 3% | -4% | -9% | -3% | -2% | 6% | -8 | 9%
11 | CC1=C(c2ccc(C)cc2)S(=O)(=O)NC1=NCc1ccccc1Cl | -2% | -2% | . | -6% | 4% | 0% | 18% | -9 | -11%
12 | CCn1cc(C(=O)N2CCN(c3ccccn3)CC2)c(=O)c2cc(S(=O)(=O)N(C)C3CCCCC3)ccc21 | 0% | -9% | -1% | -23% | -14% | -8% | ? | -6 | 28%
13 | COC(=O)c1ccccc1NC(=O)CCn1nc(C)c2c(C)n(-c3ccccc3)nc2c1=O | -2% | 2% | . | 3% | 4% | 1% | 3% | -3 | 4%
14 | CC(C)OC(=O)c1nnc(Cc2ccc(Cl)cc2)o1 | -6% | -21% | 6% | -13% | 18% | 5% | 6% | -2 | 12%
15 | COc1ccccc1NS(=O)(=O)c1ccc(NN=C2CCCC2)c([N+](=O)[O-])c1 | -3% | ? | -2% | 1% | -16% | -1% | 17% | -3 | 0%[57.1 µM]
16 | Cc1ccc2oc(-c3ccc(C)c(NC(=O)c4ccc(-c5ccccc5[N+](=O)[O-])o4)c3)nc2c1 | 5% | -15% | . | -2% | 3% | -10% | 3% | -6 | 18%

Individual results from the results shown:
For Pol eta inh, CCn1cc(C(=O)N2CCN(c3ccccn3)CC2)c(=O)c2cc(S(=O)(=O)N(C)C3CCCCC3)ccc21 is entered as -9%
For Glioma ERSR ind, Cc1ccc(-c2nnc(SCC(=O)Nc3ccc(N4CCOCC4)cc3)o2)cc1 is entered as -2%

Later entries:
cpd | Compound | Glioma ERSR ind | Pol eta inh | APEX1 inh | Apoferritin bind | POLK inh | BLM helicase inh | POLI inh | LDHA block | POLB inh
17 | O=C(N/N=C/C(Br)=C/c1ccccc1)c1cc(-c2ccco2)[nH]n1 | -10% | ? | ? | -19% | -21% | -5% | ? | -7 | ?
18 | O=C(CN1CCNCC1)NCCSc1ccc(Cl)cc1 | -2% | 2% | -4% | -10% | -5% | 1% | 5% | -3 | 23%
19 | Cc1oc(-c2ccc(Cl)cc2)nc1CN1CCCC(C(=O)NCc2ccco2)C1 (stereo unspecified) | 1% | -12% | 0% | -15% | 4% | 2% | 9% | -5 | 28%
20 | O=C(CN1CCN(C(=O)C2CC2)CC1)Nc1ccc(Cl)cc1F | -4% | -11% | 22% | . | -3% | . | 12% | -3 | .
21 | CC(C)N1CCN(c2ccc(OC[C@@H]3CO[C@@](Cn4cncn4)(c4ccc(Cl)cc4Cl)O3)cc2)CC1 | -3% | . | . | -5%[29.3 µM] | -11%[12 µM] | -4%[21.4 µM] | . | . | .
22 | Cc1ccc(NC(=O)CC2S/C(=N/N=C/c3c[nH]c4ccccc34)NC2=O)cc1 (stereo unspecified) | -4% | -1% | 2% | 82%[activator] | 8% | 1% | 17% | -1 | -1%
23 | N#Cc1ccsc1NC(=O)c1cccc(-n2cnnn2)c1 | 0% | -28% | -4% | -1% | -34% | -8% | 59%[activator] | -1 | 2%
24 | COc1cc(SC#N)ccc1N=Cc1c(C)[nH]n(-c2cccc3ccccc23)c1=O | -3% | -15% | 3% | ? | -11% | -7% | 13µM* | -1 | 9%
25 | Cc1cccc(C)c1NC(=O)N1CCCC1C(=O)Nc1ccc(-n2cnnn2)cc1 (stereo unspecified) | -4% | -22% | 0% | -6% | -12% | -2% | 81%[activator] | -4 | 2%
26 | COc1ccc(N(C(C)=O)S(=O)(=O)c2cccs2)cc1 | -6% | -13% | 3% | 6% | 7% | 2% | -9% | -4 | -4%
27 | C=CCn1c(C)cc(-c2csc(NC)n2)c1C | -1% | -13% | -2% | -13% | -4% | -15% | 223%[activator] | 4 | -23%
28 | CCC1S/C(=C(\C#N)C(N)=O)N(c2ccc(F)cc2)C1=O (stereo unspecified) | -4% | -12% | -4% | -8% | 1% | -5% | -16% | -3 | 41%
29 | Cc1ccc(C(=O)N2CCN(c3cnn(C)c(=O)c3Cl)CC2)cc1 | 0% | 1% | -3% | -3% | -11% | -1% | -26% | 0 | 2%
30 | CCOc1ccc(NC(=O)CSc2ccc(-c3ccco3)nn2)cc1 | 2% | 4% | -4% | -16% | -19% | 0% | ? | -4 | ?
31 | Fc1ccc(N2N=C(c3cccs3)CC2c2ccco2)c(F)c1 (stereo unspecified) | 1% | -4% | 10% | 413%[activator] | -9% | -13% | -1% | 6 | 22%
32 | COCC(=O)Nc1cc(C)cn(Cc2ccccc2Cl)c1=O | 2% | -3% | 4% | -18% | 3% | -8% | 126%[activator] | -6 | 0%
33 | CCOc1ccc(NC(=O)CCN2CCN(S(=O)(=O)c3ccc(OC)cc3)CC2)cc1 | -1% | 2% | 5% | -8% | -5% | -2% | -20% | -7 | 3%
34 | O=C1CN=C(Nc2ccccc2Cl)N1c1ccccc1 | -3% | -9% | 3% | -4% | -3% | 1% | -9% | -2 | -7%
35 | COc1ccc(CCNC(=O)c2cc3c(=O)oc4ccc(C)cc4c3s2)cc1OC | -3% | -12% | . | -16% | -8% | -4% | 6% | 12 | 4%
36 | CCC(=O)N(Cc1ccc(C)cc1)Cc1cc2cc3c(cc2[nH]c1=O)OCO3 | -4% | -6% | 22% | -4% | -1% | -1% | 10% | -5 | 17%
37 | CC(C)(C)CC(C)(C)NCC(O)COCCOc1ccc(Br)cc1 (stereo unspecified) | -9% | -19% | 2% | -19% | -6% | -4% | 4% | -1 | -13%
38 | O=C(CSc1ccc(Cl)cc1)NCc1ccco1 | 0% | -18% | 1% | -4% | -3% | 2% | 19% | 1 | -2%
39 | CCOC(=O)c1ccc(N2CCN(c3cccc(Cl)c3)CC2)c(NC(=O)Nc2ccc(Cl)cc2)c1 | -2% | 13% | . | 55%[activator] | -4%[60.1 µM] | -10% | -1% | -1 | 37%
40 | COc1cc(C2OCC3C(c4ccc(OC5OC(CO)C(O)C(O)C5O)c(OC)c4)OCC23)ccc1O (stereo unspecified) | -2% | ? | 5% | -4% | ? | 1% | 71µM* | 13 | ?
41 | CC(=O)Oc1ccccc1C(=O)C=Cc1cccc([N+](=O)[O-])c1 | -11% | ? | . | . | -9% | . | ? | -7 | .
42 | O=C(NCCc1ccccc1)C1CCN(S(=O)(=O)c2cccs2)CC1 | -4% | 3% | -5% | -22% | -4%[60.1 µM] | -1% | -14% | -7 | 13%
43 | COc1ccc(CCNC(=O)Cn2c(=O)n(Cc3ccco3)c(=O)c3ccc(Cl)cc32)cc1OC | -6% | -9% | 9% | ? | -9% | -13% | -9% | -4 | 16%
44 | O=C(Nc1nc(-c2cccc3ccccc23)cs1)c1ccc2c(c1)S(=O)(=O)c1ccccc1C2=O | 8% | -20% | 22% | -9% | -9% | -1% | 57%[activator] | -7 | 7%
45 | Cc1ccccc1NC(=O)c1ccc(N(Cc2ccccc2)S(C)(=O)=O)cc1 | -7% | -20% | . | -1% | -3% | -2% | -6% | -4 | -23%
46 | CC(=C1C(=O)c2ccccc2C1=O)N1CCN(C/C=C/c2ccccc2)CC1 | -1% | 0% | -4% | -17% | -20% | -16% | 16% | 15 | 15%
47 | Cn1c(N)c(C(=O)COC(=O)Cc2ccc(Br)cc2)c(=O)n(C)c1=O | -3% | -4% | 30% | . | -12% | . | 81%[activator] | -2 | .
48 | COc1ccc(NC(=O)N(CCCN(C)C)Cc2cc3cc(OC)ccc3[nH]c2=O)cc1 | -5% | -16% | 10% | -9% | -2% | 13% | 37%[activator] | 0 | 3%
49 | O=S(=O)(NC1CCCCCC1)c1ccc(Br)s1 | -3% | -21% | -4% | ? | 0% | -7% | ? | 1 | 8%
50 | COc1ccc(CNC(=O)C(c2ccco2)N(C(=O)c2ccccn2)c2ccccc2)cc1 (stereo unspecified) | -3% | 5% | -9% | -8% | -7% | -6% | 4% | -2 | -2%
51 | Cc1ccc(/C=N/Nc2nnc(Cc3ccccc3)c(=O)[nH]2)o1 | 2% | -11% | 4% | -13% | 8% | 1% | 27% | -4 | 4%
52 | COc1cccc(NC(=O)Cn2c(=O)n(CCC(=O)NCc3ccco3)c(=O)c3ccccc32)c1 | -7% | -18% | 14% | -2% | -18% | -3% | -7% | -14 | 30%

The list is partial; the hit share may differ from the screen's.
